# Bioassay records from PubChem.
# FEN1 inh – human FEN1 inhibition. P39748. Recombinant FEN1 flap cleavage, fluorescence, 15 min. Potency, µM (highest dose often 114 µM), for inactives: at the highest dose activity change, negative = inhibition, actives largely listed as inhibitors. actives 0.35% (n = 390,000). AID 588795; note: nearly all actives have a fitted effect of over 65% in size
# Target sequence (P39748 whole entry, looked up): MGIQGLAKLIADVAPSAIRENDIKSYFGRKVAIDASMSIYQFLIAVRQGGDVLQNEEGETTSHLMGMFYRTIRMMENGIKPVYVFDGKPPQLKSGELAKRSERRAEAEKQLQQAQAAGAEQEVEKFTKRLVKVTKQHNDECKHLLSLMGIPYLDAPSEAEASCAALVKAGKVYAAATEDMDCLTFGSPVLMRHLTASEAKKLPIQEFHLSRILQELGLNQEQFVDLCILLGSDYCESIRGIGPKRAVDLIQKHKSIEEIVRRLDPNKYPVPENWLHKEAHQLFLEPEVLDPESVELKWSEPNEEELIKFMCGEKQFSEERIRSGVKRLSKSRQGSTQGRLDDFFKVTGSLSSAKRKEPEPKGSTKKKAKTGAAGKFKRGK
#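 In this screen, 50 nM flap DNA substrate was added to 10 nM FEN1 pretreated with compound for 15 min at room temperature; cleavage was followed with reads at 0 and 15 min, and Hill fitting gave concentration–response parameters.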
# DT40 TDP1 CPT – growth inhibition of DT40 Tdp1-/-;hTDP1 cells with camptothecin (screen for TDP1 inhibitors); chicken DT40 Tdp1-/-;hTDP1 cells + 20 nM CPT, ATP luminescence, 48 h; Potency, µM (doses to about 46.2 µM), for inactives: at the highest dose activity change, negative = growth inhibition, most hits filed as inhibitors; actives 12% (n = 420,000); AID 686979; note: nearly all actives have a fitted effect of over 55% in size
#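 Chicken DT40 Tdp1-/- cells stably complemented with human TDP1 were seeded at 400 cells/well in medium containing 20 nM camptothecin, exposed to pin-transferred compounds, and grown at 37 °C for at least 48 hr. Viability was read as ATP luminescence.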
# KAT2A inh – GCN5L2 (KAT2A) acetyltransferase inhibition; Potency, µM (highest dose often 58.9 µM), for the others: top-dose activity change, negative = inhibition, actives largely listed as inhibitors; AID 504327; GCN5L2 HAT assay, ThioGlo1 CoA-SH fluorescence; actives 0.21% (n = 390,000); Q92830
#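 Preincubate 20nM GCN5L2 with compound 15 min, RT → add 50uM ThioGlo1 + 75uM H3(1-25) + 70uM acetyl-CoA → read fluorescence 0 and 20 min. Primary qHTS; fluorescent artifacts likely.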
# Numbers without * were called inactive; ? = inconclusive; nt = not tested or not shown; & = joins results of further samples; [ ] = remark or other dose. Calls come from the whole dose curve; as a rule, active = well fitted curve in the direction sought with a large enough effect; inconclusive = small, poorly fitted or top-dose-only effect, or another doubt; inactive = no such curve, though single readings can be large; an effect the other way counts as inactive or inconclusive. % is set by controls: 0 for no effect and ±100 for the full control effect; potency is the fitted concentration of half-maximal effect. This is a subset, so the mix of outcomes need not match the whole.
canonical_smiles	FEN1 inh	DT40 TDP1 CPT	KAT2A inh
Cc1ccc(CCNC(=O)CS(=O)Cc2nc(-c3ccccc3C)oc2C)cc1 (stereo unspecified)	-10%	?	2%
CC(=O)N1CCc2c(sc(NC(=O)C3CCCCC3)c2C(N)=O)C1	18%	-20%	-1%
COc1ccc(Cl)cc1NC(=O)c1ccc2c(SCC(=O)O)c3c(nc2c1)CCCC3	1%	0%	-4%
Cc1cc(C(=O)CSc2nnc3ccccn23)c(C)n1-c1ccccc1	4%	?	2%
COc1ccc(CN(Cc2ccc(C(=O)O)cc2)C(=S)Nc2ccccc2Cl)cc1OC	-5%	2%	-4%
Cc1ccc(C(=O)NCc2ccncc2)cc1S(=O)(=O)Nc1cccc(C)c1C	-5%	-10%	-34%
Cc1cccc(C)c1NC(=O)C1c2cccc[n+]2CC(=O)N1Cc1cccs1 (stereo unspecified)	-16%	?	0%
Oc1oc(-c2ccccc2)nc1C=NCc1ccncc1	10%	-6%	-8%
COc1ccc(N2CCN(CCC3Oc4cc([N+](=O)[O-])ccc4NC3=O)CC2)cc1 (stereo unspecified)	-23%	?	-17%
Oc1ccccc1-c1nc(NCc2ccco2)c2ccccc2n1	-8%	-18%	-15%
C=CCn1c(SCC(=O)N2CCN(C(=O)c3ccco3)CC2)nc2sc(CC)cc2c1=O	-5%	-27%	-1%
CSc1ccc(S(=O)(=O)NCC(=O)OCC(=O)N(C)CC(=O)Nc2ccc(F)cc2)cc1[N+](=O)[O-]	11%	-1%	nt
Cc1ccc(CNC(=O)c2ccccc2NC(=O)CSc2nnnn2C)cc1	1%	?	-2%
Cc1cccc(C)c1NC(=O)c1cccc(COc2cc(Cl)ccc2Cl)c1	-3%	-26%	2%
O=c1[nH]c(S)c(/C=C2\C=Nc3ccccc32)s1	-27%	-29%	-5%
N#Cc1ccc(CSc2nnc(NC(=O)C3CCCO3)s2)cc1 (stereo unspecified)	3%	-21%	-4%
S=C(NCC1CCCO1)N1CCN(c2cccc(Cl)c2)CC1 (stereo unspecified)	0%	?	-3%
CCN(CC)C(=O)c1[nH]cnc1C(=O)NC1CCN(C(=O)OC(C)(C)C)CC1	-13%	-3%	-6%
CCOc1ccc(N(C)S(=O)(=O)c2ccc3[nH]cc(C(=O)NCC4CCCO4)c(=O)c3c2)cc1 (stereo unspecified)	-2%	?	-2%
CCCC(=O)Nc1cccc(NC(=O)c2cccc([N+](=O)[O-])c2C)c1	3%	?	-3%
N#CC1=C(SCC(=O)NC2CCCCC2)NC(=O)CC1c1ccco1 (stereo unspecified)	30%	?	0%
O=C(c1cccc(F)c1)N1CCC2(CC1)CCN(C(c1ccccc1)c1ccccc1)CC2	nt	15µM*	-6%
CN(C(=O)CSc1nnc(-c2n[nH]c3ccccc23)o1)c1ccccc1	-4%	-25%	-3%
CN(Cc1ccccc1)S(=O)(=O)c1ccc(OCC(=O)N2CCC(C(N)=O)CC2)cc1	-11%	-26%	24%
CC(C)NS(=O)(=O)c1ccc(NC(=S)NC(=O)c2cccc([N+](=O)[O-])c2)cc1	-9%	-20%	-3%
CN(C)c1ccc(C2NCC(CCl)O2)cc1 (stereo unspecified)	-3%	0%	-10%
CCOc1ccc2oc(C(=O)N(C)CCc3ccc(OC)c(OC)c3)c(C)c2c1	-5%	21µM*	0%
COc1cccc2sc3ccc(C#CC4(O)CCCCC4)cc3c(=O)c12	-32%	?	-13%
CCN(CC)S(=O)(=O)c1ccc(Nc2nc3ccccc3n3nnnc23)cc1	-2%	23µM*	-21%
CCOC(=O)Nc1ccc2c(COC(=O)CNS(=O)(=O)c3cccc(Br)c3)cc(=O)oc2c1	-4%	5%	-8%
CCCC1(CCC)NC(=O)N(CC(=O)Nc2ccc3c(c2)OCCO3)C1=O	-1%	-2%	-2%
Cc1ccccc1NC(=O)CC1SCCNC1=O (stereo unspecified)	-6%	0%	-3%
CCCCCC1C(=O)CCC1CC(=O)OC (stereo unspecified)	0%	-7%&9%	-5%
O=C1NCCN(Cc2ccc(F)cc2)C1=O	23%	0%	24%
CCN(Cc1ccccc1)S(=O)(=O)c1ccc(OC)cc1	6%	?	-7%
Cc1ccc(NC(=O)NC2CCCCCCC2)c(C)c1	-4%	-7%	0%
COC(=O)c1ccc(NCc2cc(O)ccc2O)cc1	-10%	4.6µM*	nt
COc1ccccc1/C=C/C(=O)Nc1ccc2c(c1)CCC2	-7%	-27%	-6%
COc1ccc(OC)c(C2=NS(=O)(=O)N(C)C(C(=O)NCc3ccco3)=C2)c1	-19%	-25%	-2%
Cc1c(C#N)c(O)n(CCO)c(=O)c1N=Nc1ccccc1	-5%	-26%	0%

# Copied from the list:
# Result of `Cc1ccc(NC(=O)NC2CCCCCCC2)c(C)c1` in DT40 TDP1 CPT: -7%
# Result of `CCOc1ccc2oc(C(=O)N(C)CCc3ccc(OC)c(OC)c3)c(C)c2c1` in FEN1 inh: -5%

# The list continues.
canonical_smiles	FEN1 inh	DT40 TDP1 CPT	KAT2A inh
Cc1ccc(NC(=O)N2CCC(c3nc4c(nnn4Cc4cccc(Cl)c4)c(=O)[nH]3)CC2)cc1	-16%	?	-2%
c1cc(-c2cc3cc(N4CCOCC4)ccc3o2)cs1	-11%	1%	nt
O=C(/C=C/c1ccccc1)N1CCC(N2CCC(C(=O)N3CCOCC3)CC2)CC1	0%	1%	-5%
COc1ccc(-c2c(-c3ccc(OC)c(C)c3O)n[nH]c2C)cc1	2%	?	-22%
COc1ccccc1OCC(=O)NCCSCc1ccccc1Cl	3%	?	-3%
Cc1nc(-c2ccc(NC(=O)/C=C\C(=O)O)cc2)cs1	-4%	?	-1%
CC(=O)N1CCN(C(=O)c2cc(-c3cccc4ccccc34)nc3ccccc23)CC1	5%	15µM*	-7%
CCOC(=O)CN1C(=O)C2Cc3ccccc3CN2C1=S (stereo unspecified)	3%	-13%	?
CCC(C)NC(=O)Nc1ccc(F)c(Cl)c1 (stereo unspecified)	-5%	7%	-10%
CC1(C)CC(=O)C2=C(C1)N(CCN1CCOCC1)C1=C(C(=O)CC(C)(C)C1)C2c1ccc(Cl)cc1	0%	?	-2%
Cc1ccc(S(=O)(=O)N2CCN(C(=O)c3ccccn3)CC2)c(C)c1	0%	-10%	-3%
Cc1nc2cc(S(=O)(=O)N3CCC(C(=O)O)CC3)ccc2n1C1CCCC1	7%	-14%	-14%
Cc1cccc(NC(=O)Cn2c(=O)n(CCCCCC(=O)NCc3ccc4c(c3)OCO4)c(=O)c3sccc32)c1	20%	?	5%
O=C(NCCNc1cc(Cl)ccc1[N+](=O)[O-])c1ccco1	-8%	2%	35%[activator]
Cc1ccc(NC(=O)C2CCCC2)cc1S(=O)(=O)N1CCOCC1	14%	4%	-1%
CCOc1cc(/C=N/NC(=O)OC)ccc1OCCSc1ccc(Cl)cc1	0%	-10%	2%
CC1CN(CCCCSc2ccc(Cl)cc2)CC(C)O1 (stereo unspecified)	5%	21µM*	-23%
Cc1ccc(C)c(OCC(=O)Nc2ccccc2N2CCCC2)c1	-23%	?	1%
CNC(=S)N/N=C(\C)c1ccc(Cl)s1	0%	2.9µM*	18%
COc1ccc(C(=O)/C=C/c2ccc(O)cc2)c(O)c1CC=C(C)C	-32%	13µM*	-22%
c1cc2nnnn2nc1N1CCCCC1	-3%	-8%	-3%
Cc1c(CN2CCCC(C(=O)Nc3cccc(-n4cccn4)c3)C2)cnn1C (stereo unspecified)	-15%	-11%	1%
CCN1CCN(Cc2c(O)ccc3c2O/C(=C\c2ccccc2)C3=O)CC1	-4%	-23%	-17%
CCOC(=O)c1cc2c(=O)n3ccccc3nc2n(CC2CCCO2)c1=NC(=O)c1ccccc1F (stereo unspecified)	18%	-14%	-7%
O=C(NC(=S)NCCCN1CCOCC1)c1ccc(Br)cc1	-8%	6%	-9%
COC1=C(OC)C(=O)C(C/C=C(\C)CC/C=C(\C)CC/C=C(\C)CC/C=C(/C)CC/C=C(\C)CC/C=C(\C)CC/C=C(\C)CC/C=C(\C)CC/C=C(\C)CCC=C(C)C)=C(C)C1=O	nt	13%	-9%
CC(C)(C)OC(=O)N1CCC[C@H]1c1nnc(SCc2ccccc2Cl)o1	-15%	?	-1%
Cc1cccc(CSc2nc3c([nH]c4ccccc43)c(=O)n2C)c1	-10%	?	-3%
Nc1ccc(C(=O)OCC(=O)Nc2ccc([N+](=O)[O-])cc2C(F)(F)F)cc1	-7%	?	-8%
Cc1ccc(NC(=O)N2C3CCCC2CC(NC(=O)C2CC2)C3)cc1 (stereo unspecified)	-4%	2%	-4%
Clc1ccc(CSc2nnnn2-c2ccc3c(c2)OCO3)c(Cl)c1	-9%	?	-9%
Fc1ccc(-c2n[nH]c(=S)n2/N=C/c2c[nH]c3ccccc23)cc1	11%	7.3µM*	1%
COc1ccccc1C(CNC(=O)c1cc(C)nc2ccccc12)N(C)C (stereo unspecified)	-8%	5%	-8%
Cn1c(CN2CCN(c3cccc(Cl)c3)CC2)nc2ccccc21	-5%	?	0%
COCc1cc(C)nc(N2CCc3ccccc32)c1C#N	-5%	6%	nt
O=C(O)/C=C/C(=O)NC1CCS(=O)(=O)C1 (stereo unspecified)	0%	0%	0%
CCOc1ccccc1NC(=O)CSc1nc2ccccc2nc1N1CCOCC1	-11%&0%	23µM*	?
CCn1c(SCC(=O)Nc2cccc(OC)c2)nc2c(c1=O)SCC2	-2%	4%	-2%
Cc1ccc(-c2csc(-c3c(N)c(C(=O)c4ccc5c(c4)OCO5)n4ccccc34)n2)cc1	-9%	?	1%
Cc1ccc(NC(=S)N2CCc3[nH]c4ccccc4c3C2)cc1	11%	-26%	0%

# Ordered by molecular weight (high to low): part of the list above.
canonical_smiles	FEN1 inh	DT40 TDP1 CPT	KAT2A inh
COc1ccc(Cl)cc1NC(=O)c1ccc2c(SCC(=O)O)c3c(nc2c1)CCCC3	1%	0%	-4%
CC(C)NS(=O)(=O)c1ccc(NC(=S)NC(=O)c2cccc([N+](=O)[O-])c2)cc1	-9%	-20%	-3%
CCCC1(CCC)NC(=O)N(CC(=O)Nc2ccc3c(c2)OCCO3)C1=O	-1%	-2%	-2%
Cc1ccc(NC(=O)N2C3CCCC2CC(NC(=O)C2CC2)C3)cc1 (stereo unspecified)	-4%	2%	-4%

# Continued:
canonical_smiles	FEN1 inh	DT40 TDP1 CPT	KAT2A inh
O=C(NCC(=O)N1CCN(S(=O)(=O)c2ccccc2)CC1)c1ccc(Br)o1	2%	-9%	-9%
COc1ccc(CCNC(=O)Cn2cc(C(=O)c3ccccc3)c(=O)c3ccc(C)nc32)cc1OC	5%	?	-2%
COCC(C)NS(=O)(=O)c1ccc(N2CCCCS2(=O)=O)cc1 (stereo unspecified)	5%	-30%	-15%
NNC(=O)c1cc2c(s1)CCCCCC2	-1%	1%	-5%
CCOc1cc(/C=C/c2nc3ccccc3c(=O)[nH]2)ccc1O	-11%	?	14%
COCCCNC(=O)c1c[nH]c2ccc(S(=O)(=O)N3CCC(C)CC3)cc2c1=O	-2%	18%	-11%
CC(=O)Nc1ccc(S(=O)(=O)N2CCN(CCc3ccccc3)CC2)cc1	-6%	-5%	0%
COc1ccc2cc(C(=O)C3CCCN(C(=O)c4ccnn4C)C3)ccc2c1 (stereo unspecified)	5%	26µM*	-22%
COc1cccc(C(=O)COc2ccc(NC(=O)c3ccccc3)cc2)c1	20%	?	-2%
Cc1cccc(NC(=S)N2CCN(S(=O)(=O)c3ccccc3)CC2)c1	-5%	-10%	3%
CCC(C)N1C(=O)CCC1C(=O)N1CCN(c2ccc(F)cc2)CC1 (stereo unspecified)	3%	-3%	-6%[0.501 µM]
Cc1sc2ncn(CC(=O)Nc3ccc(F)cc3F)c(=O)c2c1S(=O)(=O)N1CCC(C)CC1	-3%	-26%	3%
CCc1nnc(SCC(=O)Nc2nnc(C)s2)n1CC1CCCO1 (stereo unspecified)	-3%	-9%	-17%
CC(C)CNC(=S)NNC(=O)c1ccco1	18%	-14%	-7%
O=C(N1CCOCC1)N1CCCC(c2nc(-c3cccs3)no2)C1 (stereo unspecified)	6%	-7%	2%
CC1(C)CC(=O)C2=C(C1)Oc1nc3ccccc3cc1C2C(C#N)C#N (stereo unspecified)	-1%	2.9µM*	0%
CC(NCC(=O)NC(=O)NC1CCCC1)c1ccc(Cl)cc1Cl (stereo unspecified)	-6%	-6%	-4%
CC(NC(=O)OCc1ccccc1)C(=O)NCC(=O)NC(Cc1ccc(OC(C)(C)C)cc1)C(=O)OC(C)(C)C (stereo unspecified)	-4%	21µM*	6%
